Assay outcomes: PubChem, National Center for Advancing Translational Sciences (NCATS)
15-hLO-2 inh: 15-hLO-2 (ALOX15B) enzyme inhibition. O15296. purified 15hLO-2, xylenol orange hydroperoxide absorbance. Potency, µM (top dose mostly 57.1 µM), inactives show at the highest dose activity change, negative = inhibition, usual class: inhibitors. hit rate 0.56% among 110,000. AID 881; active = well fitted inhibition curve with a large enough effect; inconclusive = small, poorly fitted or top-dose-only effect; inactive = no such curve, though single readings can be large or run the other way; note: potency is the fitted concentration of half-maximal effect; nearly all actives have a fitted effect of over 60% in size; many of its hits are not listed in these tables
Target sequence (O15296 whole entry, looked up): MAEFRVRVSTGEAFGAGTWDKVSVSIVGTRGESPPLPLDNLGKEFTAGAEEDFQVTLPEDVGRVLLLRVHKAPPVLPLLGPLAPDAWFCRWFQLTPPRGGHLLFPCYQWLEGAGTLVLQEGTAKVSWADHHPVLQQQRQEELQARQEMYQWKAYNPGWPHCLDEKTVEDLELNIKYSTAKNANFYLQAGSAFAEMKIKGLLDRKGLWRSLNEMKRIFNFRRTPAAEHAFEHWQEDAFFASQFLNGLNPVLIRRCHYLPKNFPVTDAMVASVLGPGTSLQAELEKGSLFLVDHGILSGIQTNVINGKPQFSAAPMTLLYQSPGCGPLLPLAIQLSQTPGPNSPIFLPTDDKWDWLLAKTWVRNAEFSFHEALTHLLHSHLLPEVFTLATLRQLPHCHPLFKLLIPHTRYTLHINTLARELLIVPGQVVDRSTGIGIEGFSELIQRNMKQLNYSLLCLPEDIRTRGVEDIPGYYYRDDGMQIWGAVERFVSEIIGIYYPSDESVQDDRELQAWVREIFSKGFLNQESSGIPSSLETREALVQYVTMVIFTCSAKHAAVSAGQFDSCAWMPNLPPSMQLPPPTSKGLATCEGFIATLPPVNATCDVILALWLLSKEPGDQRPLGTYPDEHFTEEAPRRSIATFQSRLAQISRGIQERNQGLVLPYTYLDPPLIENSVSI
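Screening format was qHTS against 50 nM purified 15hLO-2 in Hepes pH 7.5 with detergent. Activity follows hydroperoxide formation from 45 uM arachidonic acid, measured as 573:405 nm absorbance ratio of the ferric-xylenol orange complex.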
IMPase inh: membrane-permeable compound that blocks inositol monophosphatase | inhibition (IP1 accumulation), % at 46.1 µM | 120,000 tested, under 10 active | CHO-M1 cells, IP1 accumulation, HTRF TR-FRET ratio | AID 901; active = well fitted curve in the direction sought with a large enough effect in the signal ratio, not every such curve was filed as active; inconclusive = small, poorly fitted or top-dose-only effect, or a change in a side signal; inactive = no such curve, though single readings can be large or run the other way; the % refers to the signal ratio;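 note: cells stimulated with carbachol in lithium chloride buffer; plate controls were DMSO basal wells for no effect and reference inhibitor wells for full effect; higher means more IMPase inhibition seen as more IP1 and lower FRET ratio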
Target sequence (P97697 whole entry, looked up): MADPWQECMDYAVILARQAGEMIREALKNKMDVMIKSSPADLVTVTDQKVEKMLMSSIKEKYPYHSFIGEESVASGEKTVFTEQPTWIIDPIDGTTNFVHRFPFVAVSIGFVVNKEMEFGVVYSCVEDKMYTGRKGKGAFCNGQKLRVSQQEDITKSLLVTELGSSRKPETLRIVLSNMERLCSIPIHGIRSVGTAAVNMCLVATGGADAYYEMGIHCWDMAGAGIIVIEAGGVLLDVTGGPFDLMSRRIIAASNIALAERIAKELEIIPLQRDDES
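In this qHTS, compounds (final up to 46 uM) act on CHO-M1 cells that are then activated through the M1 receptor with carbachol, in pH 7.4 buffer containing 50 mM LiCl, for 30 min. IP1 accumulation is quantified by the IP-One immunoassay.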
* hit, by the source's call; ? = inconclusive; / = not tested or not shown; [ ] = remark or other dose. Unless noted, % is set by controls: 0 for no effect and ±100 for the full control effect. The list is partial; the hit share may differ from the screen's.

SMILES | 15-hLO-2 inh | IMPase inh
COc1ccccc1CNc1ncncc1-c1ccccc1OC | 48.3%[activator] | /
COCCn1c(=O)c(-c2cc(F)cc(F)c2)nc2cnc(N(C)C)nc21 | -4.9% | /
CN(C)c1ncc2nc(CCc3ccccc3)c(=O)n(CCC#N)c2n1 | -5.2% | /
Cc1noc(C)c1-c1nc(N2CCN(C)CC2)c2ccccc2n1 | 26.7% | /
O=c1c(CCc2ccccc2)nc2cnc(N3CCOCC3)nc2n1Cc1cccs1 | -6.6% | /
COc1ccc(CNc2cc(-c3cccc(NS(C)(=O)=O)c3)ncn2)c(OC)c1 | 1.7% | /
COc1ncc2ncc(=O)n(C3CC3)c2n1 | -5.0% | /
COc1cccc(Cn2c(=O)c(-c3cccc(C#N)c3)nc3cnc(N4CCOCC4)nc32)c1 | -0.3% | /
N#CCCn1c(=O)cnc2cnc(Oc3ccccc3)nc21 | -4.7% | /
Cc1ccccc1-c1ccc2ncnc(N3CCN(C)CC3)c2c1 | 56.7%[activator] | /

For convenience, part of the list above.
SMILES | 15-hLO-2 inh | IMPase inh
O=c1c(CCc2ccccc2)nc2cnc(N3CCOCC3)nc2n1Cc1cccs1 | -6.6% | /
COc1ccc(CNc2cc(-c3cccc(NS(C)(=O)=O)c3)ncn2)c(OC)c1 | 1.7% | /
COc1ncc2ncc(=O)n(C3CC3)c2n1 | -5.0% | /

Remaining list, next part.
SMILES | 15-hLO-2 inh | IMPase inh
CN(C)C(=O)c1ccc(-c2cncnc2N(C)Cc2ccco2)cc1 | -3.7% | /
Cn1c(=O)c(-c2ccc(Cl)cc2)nc2cnc(OCc3ccccc3)nc21 | 17.1% | /
COc1ccc(CNc2ccnc(-c3ccccc3OC)n2)c(OC)c1 | 2.1% | /
CN(C)Cc1ccccc1-c1nc(NC2CCNCC2)c2ccccc2n1 | 30.8%[activator] | /
Cn1c(=O)c(-c2cccs2)nc2cnc(N3CCOCC3)nc21 | 1.8% | /
COCCn1c(=O)cnc2cnc(N3CCOCC3)nc21 | -8.4% | /
COc1cccc(-c2cc(NCCc3c[nH]c4ccc(OC)cc34)ncn2)c1 | 9.3% | /
O=c1cnc2cncnc2n1Cc1ccc(F)cc1 | -4.6% | /
O=c1c(-c2ccc(F)cc2)nc2cncnc2n1-c1ccccc1 | 2.5% | /
COc1ccc(-n2c(=O)cnc3cnc(N4CCOCC4)nc32)cc1 | -11.7% | /
c1cncc(-c2cc(-n3ccnc3)ncn2)c1 | 2.1% | /
COc1cccc(-c2ccc3ncnc(NCCN4CCOCC4)c3c2)c1 | 58.4%[activator] | /
COCCn1c(=O)c(-c2ccccc2)nc2cnc(N3CCOCC3)nc21 | -9.4% | /
COc1cccc(-c2nccc(NCc3ccc(OC)cc3OC)n2)c1 | 41.1%[activator] | /
Cc1noc(C)c1-c1ccc2ncnc(NCc3cccnc3)c2c1 | 4.2% | /
COCCn1c(=O)c(-c2cccs2)nc2cnc(N(C)C)nc21 | -4.0% | /
CS(=O)(=O)Nc1cccc(-c2ccc3ncnc(Nc4ccccc4)c3c2)c1 | -1.0% | /
COc1ccc(-n2c(=O)cnc3cnc(N4CCN(C)CC4)nc32)cc1 | -2.3% | /
CNc1ncnc2ccc(-c3ccccc3C)cc12 | 1.5% | /
CCNc1ncc2nc(CCc3ccccc3)c(=O)n(Cc3cccc(OC)c3)c2n1 | -5.1% | /
COCCn1c(=O)c(-c2cccc(C#N)c2)nc2cnc(Oc3ccccc3)nc21 | -5.1% | /
COc1cccc(Nc2ncc3nc(-c4cc(F)cc(F)c4)c(=O)n(C[C@H]4CCCO4)c3n2)c1 | -2.1% | /
COc1ccc(-c2nc3cnc(N4CCN(C)CC4)nc3n(C3CC3)c2=O)cc1 | 0.3% | /
c1ccc(Nc2cc(-c3ccoc3)ncn2)cc1 | 15.7% | /
COc1ccc(-n2c(=O)c(-c3cccs3)nc3cnc(OC)nc32)cc1 | -5.8% | /
COc1ccccc1-c1cc(N(C)Cc2ccco2)ncn1 | 4.5% | /
CCNc1ncc2nc(C)c(=O)n(C)c2n1 | 6.6% | /
CN(Cc1ccco1)c1ncncc1-c1ccc2c(c1)OCO2 | -6.3% | /
CN1CCN(c2ncc3nc(-c4cccc(C#N)c4)c(=O)n(C)c3n2)CC1 | -7.0% | /
CN(C)C(=O)c1ccc(-c2ccc3ncnc(NCc4cccs4)c3c2)cc1 | 10.0% | /

Part of the list above in order of length of the SMILES, lowest first.
SMILES | 15-hLO-2 inh | IMPase inh
COc1ccccc1CNc1ncncc1-c1ccccc1OC | 48.3%[activator] | /
COCCn1c(=O)cnc2cnc(N3CCOCC3)nc21 | -8.4% | /
COc1cccc(-c2cc(NCCc3c[nH]c4ccc(OC)cc34)ncn2)c1 | 9.3% | /

(further entries)
SMILES | 15-hLO-2 inh | IMPase inh
O=c1c(-c2ccccc2)nc2cnc(N3CCOCC3)nc2n1CCc1ccccc1 | 3.8% | /
COc1cccc(-c2cncnc2Nc2ccccc2)c1 | 1.1% | /
CN(C)c1ccc(-c2ccc3ncnc(NC4CC4)c3c2)cc1 | 1.6% | /
c1cncc(-c2ccc3ncnc(NCCN4CCOCC4)c3c2)c1 | 3.8% | /
CN(Cc1ccco1)c1ncncc1-c1ccccc1Cl | 6.1% | /
COCCNc1nc(-c2ccc(C(=O)N(C)C)cc2)nc2ccccc12 | 3.4% | /
FC(F)(F)c1ccccc1-c1nccc(N2CCNCC2)n1 | -1.6% | /
c1ccc(CNc2cc(-c3cccnc3)ncn2)cc1 | -2.9% | /
Cn1cc(-c2nc3cnc(N4CCOCC4)nc3n(CCC#N)c2=O)c2ccccc21 | -5.3% | /
O=c1c(-c2cc(F)cc(F)c2)nc2cnc(N3CCOCC3)nc2n1CCc1ccccc1 | -6.0% | /

Two records picked at random from those above:
SMILES | 15-hLO-2 inh | IMPase inh
Cn1cc(-c2nc3cnc(N4CCOCC4)nc3n(CCC#N)c2=O)c2ccccc21 | -5.3% | /
FC(F)(F)c1ccccc1-c1nccc(N2CCNCC2)n1 | -1.6% | /

Additional results
SMILES | 15-hLO-2 inh | IMPase inh
CNc1ncnc2ccc(-c3cccc(OC)c3)cc12 | 33.6%[activator] | /
Clc1ccccc1-c1cncnc1NCc1cccs1 | -18.0% | /
Cn1c(=O)c(-c2ccccc2)nc2cnc(Nc3ccccc3)nc21 | -0.5% | /
CC(=O)NCCNc1ncnc2ccc(-c3ccoc3)cc12 | 1.2% | /
Cc1cnc(CNc2ncnc3ccc(-c4ccccc4C)cc23)cn1 | -2.7% | /
CS(=O)(=O)Nc1cccc(-c2ccc3ncnc(N4CCNCC4)c3c2)c1 | -9.1% | /
CS(=O)(=O)Nc1cccc(-c2nc(NCc3ccccc3)c3ccccc3n2)c1 | -0.2% | /
COCCn1c(=O)c(-c2ccc(F)cc2)nc2cnc(N3CCOCC3)nc21 | -3.5% | /
Cc1noc(C)c1-c1cc(N2CCNCC2)ncn1 | 5.3% | /
COCCn1c(=O)c(C)nc2cnc(Nc3cccc(OC)c3)nc21 | -3.5% | /
O=c1c(CCc2ccccc2)nc2cnc(N3CCOCC3)nc2n1-c1ccccc1 | -3.7% | /
c1ccc(Nc2nc(-c3ccc4c(c3)OCO4)nc3ccccc23)cc1 | -5.1% | /
COc1ccc(CNc2ncncc2-c2ccccc2C)c(OC)c1 | -19.6% | /
COc1cccc(-c2cc(N(C)Cc3ccco3)ncn2)c1 | 7.0% | /
c1ccc(Nc2ncncc2-c2ccoc2)cc1 | -10.7% | /
COc1ccc2[nH]cc(CCNc3ncncc3-c3cccc(C#N)c3)c2c1 | 15.2% | /
O=c1cnc2cnc(Oc3cccc(Cl)c3)nc2n1C[C@H]1CCCO1 | -2.3% | /
c1csc(CNc2ccnc(-c3ccc4c(c3)OCO4)n2)c1 | 22.2% | /
CC(=O)NCCNc1ncnc2ccc(-c3ccc4c(c3)OCO4)cc12 | 13.7% | /
CCNc1ncc2nc(-c3cn(C)c4ccccc34)c(=O)n(-c3ccccc3)c2n1 | -6.4% | /
FC(F)(F)c1ccccc1-c1cncnc1NCc1cccnc1 | -5.6% | /
COCCn1c(=O)c(C)nc2cncnc21 | 9.4% | /
O=c1c(CCc2ccccc2)nc2cnc(N3CCOCC3)nc2n1CCc1ccccc1 | -7.3% | /
COc1ccc2[nH]cc(CCNc3cc(-c4ccccc4OC)ncn3)c2c1 | 17.8% | /
CC(=O)NCCNc1ncnc2ccc(-c3ccccc3C#N)cc12 | 8.2% | /
COc1cccc(Cn2c(=O)cnc3cnc(OCc4ccccc4)nc32)c1 | -8.6% | /
COCCn1c(=O)c(-c2cc(F)cc(F)c2)nc2cncnc21 | -1.7% | /
Cc1noc(C)c1-c1nc(N(C)C)c2ccccc2n1 | -23.4% | /
COc1cccc(-c2nccc(NCc3cccnc3)n2)c1 | 9.6% | /
COc1cccc(-c2cc(NCc3ccccc3OC)ncn2)c1 | 7.7% | /
CS(=O)(=O)Nc1cccc(-c2cncnc2Nc2ccc(F)cc2)c1 | -25.8% | /
CCNc1ncc2nc(-c3cc(F)cc(F)c3)c(=O)n(CCc3ccccc3)c2n1 | -6.9% | /
CN(C)C(=O)c1ccc(-c2nccc(NCc3cccs3)n2)cc1 | -8.4% | /
CN(C)c1ccc(-c2cc(N(C)Cc3ccco3)ncn2)cc1 | 4.0% | /
Cn1c(=O)c(-c2cc(F)cc(F)c2)nc2cnc(N3CCOCC3)nc21 | -9.7% | /
COc1ncc2nc(-c3cc(F)cc(F)c3)c(=O)n(C)c2n1 | -6.9% | /
COc1cccc(-c2cncnc2NCc2ccccc2OC)c1 | 26.6% | /
COc1ccccc1-c1cncnc1N(C)Cc1ccco1 | -1.3% | /
COc1ccc2[nH]cc(CCNc3ncncc3-c3ccoc3)c2c1 | 21.0% | /
COc1ccc2[nH]cc(CCNc3nc(-c4c(C)noc4C)nc4ccccc34)c2c1 | 16.8% | /

Record cards (already shown). Order of screens: 15-hLO-2 inh, IMPase inh
Results for `O=c1c(CCc2ccccc2)nc2cnc(N3CCOCC3)nc2n1Cc1cccs1` → -6.6%, /
Results for `O=c1c(-c2ccc(F)cc2)nc2cncnc2n1-c1ccccc1` → 2.5%, /

(further entries)
SMILES | 15-hLO-2 inh | IMPase inh
CC(=O)NCCNc1nc(-c2cccc(NS(C)(=O)=O)c2)nc2ccccc12 | -2.1% | /
COc1ccccc1CNc1cc(-c2ccoc2)ncn1 | 27.2% | /
CCNc1ncc2nc(-c3cccc(C#N)c3)c(=O)n(Cc3cccc(OC)c3)c2n1 | -1.8% | /
COc1ccc2[nH]cc(CCNc3ncncc3-c3ccccc3C)c2c1 | 49.7%[activator] | /
COc1ccccc1-c1cncnc1NCc1cnc(C)cn1 | 0.6% | /
COc1ccc(-c2nc3cnc(N4CCOCC4)nc3n(C3CC3)c2=O)cc1 | -11.2% | /
COc1ncc2nc(-c3ccccc3)c(=O)n(C)c2n1 | -5.1% | /
COc1ccccc1CNc1nc(-c2cccnc2)nc2ccccc12 | 21.1% | /
COc1ccc(N(C(=O)COc2c(C)cccc2C)S(=O)(=O)c2ccc(Cl)cc2)cc1 | / | 1.4
CC(=O)Nc1ccc(NC(=O)CSc2nc3ccccc3nc2N2CCC(C)CC2)cc1 | / | -6.5
CCOC(=O)c1c(NC(=O)COc2ccc(C)cc2C(C)(C)C)sc2c1CCC(C)C2 (stereo unspecified) | / | ?
Cc1ccc2nc(-c3ccccc3O)c(Nc3ccccc3C)n2c1 | / | 2.2
CC(=O)c1c(C)oc2c1cc(NS(=O)(=O)c1ccc(C(C)(C)C)cc1)c1ccccc12 | / | 0.8
COC(=O)c1cccc(CN2C(=O)SC(Nc3ccc(Br)cc3)C2=O)c1 (stereo unspecified) | / | 4.6
